CBFb RUNX1 block: inhibitors of human CBF-beta and RUNX1 interaction. Q01196+Q13951. AlphaScreen CBFb-His/RUNX1-biotin binding, biochemical. Potency, µM (highest dose often 59.8 µM), for the others: at the top dose activity, negative = inhibition, most hits filed as inhibitors. 230,000 tested, under 10 active. AID 1477; further: % of control where 0% means no effect
Target sequence (Q01196 whole entry, looked up): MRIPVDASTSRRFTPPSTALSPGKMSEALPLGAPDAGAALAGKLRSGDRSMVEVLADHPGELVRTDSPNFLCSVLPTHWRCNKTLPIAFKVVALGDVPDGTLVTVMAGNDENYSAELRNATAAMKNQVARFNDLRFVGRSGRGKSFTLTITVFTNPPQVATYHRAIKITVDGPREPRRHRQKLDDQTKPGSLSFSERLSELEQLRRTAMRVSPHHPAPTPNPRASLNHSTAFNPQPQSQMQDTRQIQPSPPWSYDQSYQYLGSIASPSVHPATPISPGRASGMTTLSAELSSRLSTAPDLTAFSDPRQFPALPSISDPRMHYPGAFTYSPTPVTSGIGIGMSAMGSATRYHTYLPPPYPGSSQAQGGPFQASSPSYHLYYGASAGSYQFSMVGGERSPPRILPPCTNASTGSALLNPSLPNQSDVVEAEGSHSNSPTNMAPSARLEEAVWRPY
Target sequence (Q13951 whole entry, looked up): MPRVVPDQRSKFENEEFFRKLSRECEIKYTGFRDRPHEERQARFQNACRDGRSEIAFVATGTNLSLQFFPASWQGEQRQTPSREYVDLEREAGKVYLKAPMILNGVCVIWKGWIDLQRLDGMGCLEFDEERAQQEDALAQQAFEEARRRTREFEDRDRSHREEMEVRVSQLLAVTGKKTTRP
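Bead-based AlphaScreen assay; binding partners His-tagged CBF-beta and biotinylated RUNX1 at 30 nM each. Compound exposure 15 min after a 20-min protein preincubation; bead step 90 min; all steps at room temperature.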
GAA inh: alpha-glucosidase (human) inhibition. P10253. purified human GAA, 4-MU-alpha-glucoside fluorescence. Potency, µM (titrated, usually from 76.9 µM), for the others: at the highest dose activity change, negative = inhibition, usual class: inhibitors. actives 0.005% (n = 200,000). AID 1466;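 further: potency means the concentration at half of the fitted maximal effect; plate controls were uninhibited enzyme wells for no effect and no-enzyme background for full effect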
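Human alpha-glucosidase, 4 nM, pre-mixed with test compounds before 400 uM 4-methylumbelliferyl substrate; 20 min room temperature at pH 5.0. Fluorescence read after pH 10 stop; AC50 values from Hill-equation fits.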
GAA glycogen mod: GAA glycogen-cleavage inhibition or activation; P10253; recombinant GAA, glycogen substrate, Amplex Red glucose oxidase fluorescence; Potency, µM (titrated, usually from 76.4 µM), for inactives: at the highest dose activity change, negative = inhibition, usual class: inhibitors; actives 0.38% (n = 300,000);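 further: potency means the concentration at half of the fitted maximal effect; 0% = full enzyme reaction and -100% = no-enzyme basal signal; the screen sought inhibitors and activators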
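Natural-substrate format: glycogen cleavage by 4 nM human enzyme, glucose read by Amplex Red coupling (Ex 573, Em 610 nm). Normalized to enzyme and no-enzyme controls.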
HTT cytoprotect: protects HTT-Q103 PC12 cells, measured by ATP; PC12 HTT-Q103 induced, cytoprotection, ATP luminescence, 40 h; actives 0.14% (n = 230,000); Potency, µM (titrated, usually from 56.4 µM), without a hit: cytoprotection (ATP increase), usual class: activators; AID 1471;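 further: potency means the concentration at half of the fitted maximal effect; % of control where 0% means no effect; nearly all actives have a fitted effect of over 45% in size; toxic huntingtin expression switched on by the ecdysone agonist tebufenozide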
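ATP quantification (ATPlite) reports survival of PC12 cells in which tebufenozide, 100 nM final, switches on Htt exon 1 with 103 glutamines linked to GFP; compounds are titrated.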
HTT aggregate: reduces HttQ103-GFP aggregates in PC12 cells | PC12 HttQ103-GFP aggregates, Acumen cytometry, 40 h | Potency, µM (highest dose often 46.1 µM), for the others: at the highest dose activity change, negative = inhibition, usual class: inhibitors | actives 1.1% (n = 220,000); further: potency means the concentration at half of the fitted maximal effect; on the % scale 0 is the no-effect control and ±100 the full control effect; nearly all actives have a fitted effect of over 60% in size
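Inducible Q103 Huntingtin exon 1–GFP PC12 line, 1500 cells/well in phenol red free DMEM with 5% equine and 5% calf serum. Tebufenozide 100 nM induced expression; compounds titrated; aggregates quantified by cytometry.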
aGlu spleen mod: inhibits or activates alpha-glucosidase in human spleen homogenate. Potency, µM (series often up to 79.9 µM), without a hit: at the top dose activity change, negative = inhibition, hits mostly inhibitors. P10253. actives 0.006% (n = 240,000). human spleen homogenate, 4-MU-alpha-glucoside fluorescence. AID 2112;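 further: potency means the concentration at half of the fitted maximal effect; 0% = enzyme with vehicle and -100% = no enzyme basal signal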
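Human spleen homogenate (1 ug) incubated with compounds and 1 mM 4-methylumbelliferyl-alpha-D-glucopyranoside in pH 5.0 citrate/phosphate buffer, 37 C, 40 min. Stopped at pH 10; 4-MU fluorescence (Ex 365/Em 440 nm); AC50 by Hill fit.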
LMNA splice mod: LMNA splicing modulation. actives 0.01% (n = 200,000). Potency, µM (series often up to 46.1 µM), for inactives: at the top dose ratio change, negative = inhibition, most hits filed as inhibitors. HeLa LMNA splicing GFP/RFP minigene ratio, 48 h; active means well fitted inhibition curve with a large enough effect in the signal ratio, with a control signal flat, not every such curve was filed as active; inconclusive means small, poorly fitted or top-dose-only effect, or effect the other way, or a change in a side signal; the % refers to the signal ratio; further: potency means the concentration at half of the fitted maximal effect; on the % scale 0 is the no-effect control and ±100 the full control effect
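S3 HeLa cells stably expressing lamin A-EGFP splicing minigene plus DsRed2, 600 cells/well, 48 h compound exposure at 37C. Laser-scanning cytometry; analysed as GFP (500-530 nm)/RFP (575-640 nm) total intensity ratio; 0.5% DMSO vehicle.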
* = called active by the depositor; ? = inconclusive; / = no result given; [ ] = remark or other dose. Unless noted, the call rests on the fitted dose curve; in most records, active means well fitted curve in the direction sought with a large enough effect; inconclusive means small, poorly fitted or top-dose-only effect, or another doubt; inactive means no such curve, though single readings can be large; an effect the other way counts as inactive or inconclusive.

SMILES	CBFb RUNX1 block	GAA inh	GAA glycogen mod	HTT cytoprotect	HTT aggregate	aGlu spleen mod	LMNA splice mod
CCn1c(SCC(=O)Nc2ccc(C(C)=O)cc2)nc2ccccc21	1%	-3%	9%	-18%	?	-6%	0%
CCOC(=O)C(=CNNc1ccsc1C(=O)OC)C(=O)OCC	1%	3%	14µM*	7%[10 µM]	12%[9.22 µM]	5%	/
Cc1ccc(S(=O)(=O)N/N=C\c2ccc(C)o2)cc1	-10%	-1%	-13%	-7%	2%	-8%	4%
O=C(O)C1CCN(Cc2cccnc2)CC1	17%	3%	4%	-15%	12%	-5%	9%[9.22 µM]
O=C(NCC(=O)N(c1ccc(F)cc1)C(C(=O)NC1CCCC1)c1cccnc1)c1cccs1 (stereo not drawn)	-1%	10%	17%	4%[10 µM]	5%[9.22 µM]	-11%	-6%[46 µM]
CC(NC(=O)c1ccc2nc[nH]c2c1)c1ccccc1 (stereo not drawn)	4%	3%	-6%	10%[10 µM]	9%[9.22 µM]	-16%	3%[46 µM]
O=C(O)c1ccc(CS(=O)c2cccc(C(F)(F)F)c2)o1 (stereo not drawn)	16%	-30%[15.4 µM]	1%	-13%[0.074 µM]	13µM*	8%	?
COc1ccc(NC(=O)Nc2nnc(-c3ccco3)s2)cc1	1%	/	-2%	5%[10 µM]	0%[9.22 µM]	-11%	/
COc1cccc(-n2c(C)nn(CCOc3ccccc3)c2=O)c1	-4%	?	4%	-18%	7%	3%	?
Cc1ccc(NC(=O)CCC(=O)N/N=C/c2ccc([N+](=O)[O-])o2)cc1C	-3%	/	-2%	2%[10 µM]	-3%[9.22 µM]	2%	/
Cc1cc(C)nc(NC(N)=NCCc2c[nH]c3ccccc23)n1	-3%	13%	-7%	-15%[10 µM]	-1%[9.22 µM]	3%	?
CCOc1ccc(CCNS(=O)(=O)c2c(C)n[nH]c2C)cc1OCC	-4%	0%	-6%	-10%	3%	-25%	1%
CCCN(CCC)C(=O)CSc1nc2n[nH]c(C)c2c(=N)n1-c1ccc(OC)cc1	6%	-7%	4%	-48%[inhibitor]	-13%	-14%	?
COc1cc(C(=O)n2nc(C)cc2C)ccc1O	1%	-4%	1%	6%	-23%	2%	0%
Cc1ccccc1-n1c(C)cc(/C=N/NC(=O)c2ccncc2)c1C	-7%	-2%	-1%	-24%	32%	1%	10%
CCN1CCCc2cc(CN(CCN3CCOCC3)C(=S)Nc3ccc(OC)cc3)ccc21	-13%	-1%	?	-59%[inhibitor]	-16%	1%	-3%[46 µM]
Cc1nc(NC(=O)CN(C)S(=O)(=O)c2ccc(Br)cc2)sc1C	-6%	3%	4%	-5%[10 µM]	-9%	-2%	18%
Cc1cccc(NC(=O)Cn2c(O)c(N=NC(=O)c3ccccc3O)c3ccccc32)c1	?	?	-4%	26%[10 µM]	-3%	-2%	6%
NC1=NC(=O)/C(=C\c2ccc(O)c([N+](=O)[O-])c2)S1	11%	-13%	-5%	/	4%	-3%	/
O=C(CSc1ccccc1)Nc1nnc(COc2ccc(Cl)cc2)s1	-9%	4%	-7%	10%[10 µM]	8%	-1%	5%
Cc1noc(C)c1S(=O)(=O)Nc1ccc(C(=O)N2CCCCC2)cc1	-9%	-8%	7%	5%	?	-2%	9%
Cc1ccc(OCC(=O)Nc2ccc(F)cc2)cc1	10%	-7%	5%	9%	17%	-12%	-1%
CCN1CC(O)=C(c2nc3ccccc3s2)C1=N	0%	-4%	-6%	7%	9%	-4%	2%
Cc1ccccc1NS(=O)(=O)c1ccc(F)cc1	2%	-12%	6%	2%	2%	4%	1%
COc1c(C)cc(C(=O)C2CCCN(C(=O)c3cc4nc(C)cc(C)n4n3)C2)cc1C (stereo not drawn)	0%	5%	-12%	15%[10 µM]	2%[9.22 µM]	4%	?
SMILES	CBFb RUNX1 block	GAA inh	GAA glycogen mod	HTT cytoprotect	HTT aggregate	aGlu spleen mod	LMNA splice mod
O=C1/C(=C/C=C/c2ccco2)SC(=S)N1c1ccc(O)cc1	/	/	-21%	0%[10 µM]	-16%[9.22 µM]	-6%	/
COc1cccc(CN(C)C(=O)c2cccc(OC3CCN(C4CCCC4)CC3)c2)c1	2%	/	14%	27%[10 µM]	6%[9.22 µM]	-1%	/
CCn1cc(CNC(=O)/C=C/c2ccc([N+](=O)[O-])cc2)c(C)n1	-4%	12%	4%	-75%[inhibitor]	-11%	1%	10%
CCC(c1nnc(SCC(=O)NC23CC4CC(CC(C4)C2)C3)o1)N(C)C (stereo not drawn)	5%	1%	-1%	-8%	9%	4%	-10%
CCN(CC(=O)NC(C)C)C(=O)C(CCSC)NC(=O)c1cccc(C)c1 (stereo not drawn)	1%	-1%	6%	-1%	2%	-4%	8%
Fc1ccccc1OCCCN1CCOCC1	6%	2%	1%	-23%	16%	-3%	-3%
COc1cccc(NC(=O)CN2C(=O)COc3ccc(Cl)cc32)c1	-2%	-1%	-1%	-35%	4%	-1%	-8%
O=C(CSc1ccccc1)N1CCN(C(=O)c2ccco2)CC1	4%	2%	-18%	8%	-12%	-9%	28%[46 µM]
Clc1ccc(OCCn2ccnc2)c(Cl)c1	8%	-5%	2%	-6%[0.074 µM]	11%	-1%	-20%
Cc1cc(C(=O)Nc2nnc(C3CCCCC3)s2)cs1	2%	0%	-3%	7%	2%	0%	5%
Cc1ccc2c(c1)nnn2C1CCN(CC(=O)N2c3ccccc3CC2C)CC1 (stereo not drawn)	0%	8%	4%	-24%	-1%	-17%	4%
CCN(CC)S(=O)(=O)c1ccc(N(C)C)c(NC(=O)C2CCCC2)c1	-1%	/	4%	6%[10 µM]	20%[9.22 µM]	0%	/
CC(C)NCC(=O)Nc1c2c(nc3ccccc13)CCC2	-2%	/	3%	19%[10 µM]	3%[9.22 µM]	1%	/
CCO[C@@H]1OC(C(=O)NC2CC2)=C[C@H](c2csc3ccccc23)[C@H]1CCCO	9%	/	-5%	-10%[10 µM]	-9%[9.22 µM]	5%	/
CN1CCN(C(=S)c2ccc(Br)cc2)CC1	-2%	4%	11%	-7%[10 µM]	-2%	6%	-12%
O=C(NC1CCCCC1)NC1CC2CCC(C1)N2Cc1nnnn1Cc1ccc2c(c1)OCO2 (stereo not drawn)	1%	3%	-1%	-22%	-18%	-10%	10%
COC(=O)c1c(NC(=O)COC(=O)c2ccccc2O)sc2c1CCCCC2	4%	3%	-1%	-11%[10 µM]	9%	5%	-10%
COc1cc2c(cc1OC)C(SC)=NC(C)(C)C2	11%	-8%	1%	7%[1.9 µM]	27%	2%	-4%
CCC(CC)NC(=O)c1ccc2nc[nH]c2c1	-8%	0%	3%	-13%	6%[9.22 µM]	7%	14%
Cc1cc(N2CCN(C)CC2)nc2ccc(NC(=S)N3CCCCC3)cc12	-25%	4%	?	28%	29%	7%	/
COC(=O)CSc1nnc(-c2cccc(NC(=O)c3ccc(C)cc3)c2)n1C	10%	5%	?	-44%[inhibitor]	-9%	1%	2%
O=C(Nc1ccc(SC(F)F)cc1)C1=COCCO1	5%	1%	-18%	-14%[10 µM]	1%	0%	10%
Cc1onc(-c2ccccc2)c1C(=O)Nc1ccc(OC(C)C)cc1	-2%	-3%	5%	-9%	-21%	-1%	-1%
CCOCCCNC(=O)C(NC(=O)c1ccc(=O)[nH]c1)c1ccc(Cl)cc1 (stereo not drawn)	0%	-3%	2%	2%	1%	-1%	0%
Cc1cccc(C2c3[nH]c4ccccc4c3CCN2C(=O)c2cn(C)c3ccccc3c2=O)n1 (stereo not drawn)	-10%	9%	16%	28%[10 µM]	11%[9.22 µM]	-2%	?

Exported with bars between the fields: four of the compounds above
Molecule | CBFb RUNX1 block | GAA inh | GAA glycogen mod | HTT cytoprotect | HTT aggregate | aGlu spleen mod | LMNA splice mod
O=C1/C(=C/C=C/c2ccco2)SC(=S)N1c1ccc(O)cc1 | / | / | -21% | 0%[10 µM] | -16%[9.22 µM] | -6% | /
COc1cc2c(cc1OC)C(SC)=NC(C)(C)C2 | 11% | -8% | 1% | 7%[1.9 µM] | 27% | 2% | -4%
COc1c(C)cc(C(=O)C2CCCN(C(=O)c3cc4nc(C)cc(C)n4n3)C2)cc1C (stereo not drawn) | 0% | 5% | -12% | 15%[10 µM] | 2%[9.22 µM] | 4% | ?
NC1=NC(=O)/C(=C\c2ccc(O)c([N+](=O)[O-])c2)S1 | 11% | -13% | -5% | / | 4% | -3% | /

Entries listed so far marked active in HTT aggregate.
mol,CBFb RUNX1 block,GAA inh,HTT aggregate,aGlu spleen mod,LMNA splice mod
O=C(O)c1ccc(CS(=O)c2cccc(C(F)(F)F)c2)o1 (stereo not drawn),16%,-30%[15.4 µM],13µM*,8%,?

Next entries
SMILES	CBFb RUNX1 block	GAA inh	GAA glycogen mod	HTT cytoprotect	HTT aggregate	aGlu spleen mod	LMNA splice mod
O=C(Nc1ccccn1)C12CC3CC(CC(C3)C1)C2	0%	-1%	1%	-1%	32%	-1%	-6%
Cc1nc2ccccc2n1CC(=O)NC1CCCC1	17%	9%	3%	-19%[1.9 µM]	3%[9.22 µM]	-3%	16%[46 µM]
O=C1C[C@H]2[C@H](CO)[C@@H](OC(=O)c3ccc(-c4ccccc4)cc3)C[C@H]2O1	6%	/	6%	-21%[10 µM]	-20%[9.22 µM]	1%	/
COc1ccc(CNC(=O)c2c(C)cc(=O)oc2C)cc1	8%	7%	-2%	-22%	-15%	-1%	-12%[9.22 µM]
CC(=O)N1CCN(CC(=O)Nc2cc([N+](=O)[O-])ccc2Cl)CC1	-3%	4%	0%	-47%[inhibitor][10 µM]	2%	3%	/
CC(NCc1ccccc1)C1COc2ccccc2O1 (stereo not drawn)	-3%	2%	6%	7%[10 µM]	26%	3%	-1%
O=C(c1ccc(F)cc1)C1CCN(CCCCc2ccccc2)CC1	5%[21.7 µM]	/	/	-10%	/	4%	/
CCc1ccc(N/C(N)=N/c2nc(CSc3ncccn3)cc(=O)[nH]2)cc1	0%	-3%	-6%	11%[10 µM]	-8%[9.22 µM]	7%	?
NC(=O)Cn1c(=O)n(CCCC(=O)NC2CCN(Cc3ccccc3)CC2)c(=O)c2ccccc21	-1%	0%	5%	6%	5%[9.22 µM]	10%	3%
CCN(CC)CCNc1nc(-c2ccccc2)c2c(c1C#N)CC(C)(C)OC2	-4%	-5%	17%	-15%[10 µM]	-3%	0%	12%
C/C(N)=C(/C#N)C(=O)COC(=O)C1CCC(C(C)(C)C)CC1 (stereo not drawn)	7%	-6%	-7%	12%	11%	-26%	-6%
NC(=O)c1ccc[n+](CC(=O)c2ccc(F)cc2)c1	-1%	/	2%	13%[10 µM]	20%[9.22 µM]	1%	/

Source: PubChem BioAssay (National Center for Advancing Translational Sciences (NCATS))
